# TNF necrop inh – inhibitors of TNF-alpha triggered necroptosis, primary screen, cell-based, Jurkat FADD-/-, single concentration | actives 0.068% (n = 220,000) | Jurkat FADD-/- TNF necroptosis rescue, ATP luminescence, 24 h; 0 = TNF only, 100 = no-TNF cells | activation (protection from cell death), % at 10 µM;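 active = activation, meaning protection from cell death, of at least 50% relative to plate controls; inactive = activation below 50%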;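 note: necroptosis triggered by 40 ng/mL TNF-alpha added together with compound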
# EP2 antag – human EP2 receptor antagonists, primary screen, TR-FRET cAMP, C6 glioma cells; actives 0.52% (n = 260,000); AID 1422, 2008; inhibition, % at 25 µM; C6 glioma cells expressing human EP2; cells stimulated with saturating PGE2;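 active = percent inhibition above 40 after rounding to a whole number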;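 note: rat C6 glioma host cells with rolipram phosphodiesterase inhibitor present; the protocol text gives 20 µM as final concentration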
# EP2 mod – EP2 receptor modulators, cAMP readout, primary screen, cell-based, HTRF cAMP, PGE2 stimulation | AID 940, 2007 | Prostaglandin E2 receptor EP2 subtype (Homo sapiens), P43116 | actives 0.83% (n = 260,000) | EP2-expressing cells, cAMP HTRF FRET, PGE2 co-stimulation | induction, % at 25 µM;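 active = compounds whose cAMP rise, as percent of the full-agonist control response, exceeds 60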;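 note: rat C6 glioma line stably carrying human EP2 under a CMV promoter; the protocol text gives 20 µM as final concentration; 100% = response of wells given 1 µM PGE2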
# Runt-CBFb FRET – inhibitors of RUNX1 Runt–CBFb binding, primary screen, biochemical, FRET, Cerulean-Runt, Venus-CBFb, uHTS. AID 1496, 2009. Cerulean-Runt/Venus-CBFb FRET ratio 530/480, 1 h. Runt-related transcription factor 1 (Homo sapiens) + Core-binding factor subunit beta …. inhibition, % at 20 µM. actives 0.46% (n = 220,000);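 active = inhibition over about 50% at 20 µM in the single-dose screen, limit read from the data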;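 note: 0% = DMSO wells and 100% = excess unlabeled CBFb competitor control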
# Target sequence (Q01196 whole entry, looked up): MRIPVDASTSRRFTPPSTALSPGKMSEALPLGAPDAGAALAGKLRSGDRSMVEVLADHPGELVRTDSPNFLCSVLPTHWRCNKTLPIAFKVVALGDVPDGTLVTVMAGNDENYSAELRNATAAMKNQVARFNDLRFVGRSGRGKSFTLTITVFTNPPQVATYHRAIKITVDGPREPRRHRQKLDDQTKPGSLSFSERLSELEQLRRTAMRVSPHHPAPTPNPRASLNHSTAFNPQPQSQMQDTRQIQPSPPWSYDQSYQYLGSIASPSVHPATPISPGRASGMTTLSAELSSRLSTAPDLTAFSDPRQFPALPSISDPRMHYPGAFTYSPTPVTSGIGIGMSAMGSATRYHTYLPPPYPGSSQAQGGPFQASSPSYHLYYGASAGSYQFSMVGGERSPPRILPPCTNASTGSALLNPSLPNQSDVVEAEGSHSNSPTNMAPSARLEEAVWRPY
# Target sequence (Q13951 whole entry, looked up): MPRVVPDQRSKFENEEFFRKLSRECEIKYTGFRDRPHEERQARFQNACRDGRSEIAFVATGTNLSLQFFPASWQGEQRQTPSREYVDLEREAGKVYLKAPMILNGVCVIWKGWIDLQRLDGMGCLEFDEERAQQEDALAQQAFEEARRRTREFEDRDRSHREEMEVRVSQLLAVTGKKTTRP
#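 Assay system: Cerulean-Runt domain fusion protein, energy donor; Signal: fluorescence energy transfer, 422 nm excitation, 530/480 nm emission; Timing: 1 h compound exposure, room temperature; Control set: unlabeled CBFb; Medium: Tris buffer pH 7.5 with salts and BSA; Compound: single test concentration of 20 µM, 1% DMSO final; Probe or stimulus: Venus-CBFb 100 nM.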
# L929 necroptosis – inhibitors of zVAD-triggered necroptosis, primary screen, L929 cells. L929 zVAD necroptosis rescue, ATP luminescence, 24 h; with zVAD 60 µM. viability rescue, % at 10 µM. actives 0.38% (n = 220,000). AID 1377, 2008;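 active = activation, scaled between plate controls, above about 75%, limit read from the data; inactive = activation under that limit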;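 note: 0% = zVAD with DMSO and 100% = DMSO alone without zVAD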
# PERK inh – block of dimerizer-induced PERK translation repression, primary screen, PERK inhibitor project, CHO PERK-DD cells, SEAP luminescence, HTS; AID 1416, 2008; inhibition, % at 5.6 µM; CHO PERK-DD fusion, SEAP luminescence translation reporter; actives 0.17% (n = 220,000);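 active = inhibition above the mean inhibition of all tested compounds plus 3 SD, set separately per screening campaign, cut at about 2.9% in these data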;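 note: PERK kinase domain activated by AP20187 dimerizer at 100 nM; 0% = DMSO with dimerizer and 100% = rapamycin at 8.4 µM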
# RBBP9 inhibitor – human RBBP9 inhibitors, primary screen, biochemical, fluorescence polarization, FP-Rh probe, HTS; AID 1515, 2009; actives 0.2% (n = 220,000); inhibition, % at 7.94 µM; recombinant RBBP9;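 active = inhibition above the campaign mean of all tested compounds plus 3 SD, cut at about 14% in these data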;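 note: plate controls were DMSO wells with RBBP9 for no effect and wells lacking RBBP9 protein for full effect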
# Target sequence (O75884 whole entry, looked up): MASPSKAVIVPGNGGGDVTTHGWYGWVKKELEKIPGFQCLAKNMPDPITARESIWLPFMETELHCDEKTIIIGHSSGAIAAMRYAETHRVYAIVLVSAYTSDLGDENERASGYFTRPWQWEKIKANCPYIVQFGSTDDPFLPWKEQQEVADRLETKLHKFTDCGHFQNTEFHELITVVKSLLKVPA
#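 Measured by: FP readout at 525/598 nm; material: recombinant human RBBP9; also added: Serine-hydrolase probe FP-Rh, 375 nM pre-mixing; medium: Tris buffer pH 8.0, NaCl, Pluronic; replication: one well per compound; doses: one concentration, 7.94 µM nominal, 0.794% DMSO; timing: preincubation 30 min plus labeling 45 min at 25 °C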
# Hck Nef HTS – inhibitors of Nef-activated human Hck kinase, primary screen, biochemical, Z-Lyte FRET, 384-well, Hck-YEEI; Tyrosine-protein kinase HCK (Homo sapiens), P08631; actives 0.68% (n = 220,000); inhibition, % at 20 µM; Recombinant Hck-YEEI plus Nef, Z-Lyte FRET kinase assay;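 active = Hck-Nef kinase inhibition above about 50%, limit read from the data; inactive = inhibition below that limit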;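 note: 0% = DMSO with Hck plus Nef and 100% = Hck alone without Nef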
# Runt-SMMHC FRET – inhibitors of RUNX1 Runt–CBFb-SMMHC binding, primary screen, biochemical, FRET, Cerulean-Runt, Venus-CBFb-SMMHC, uHTS | Runt-related transcription factor 1 (Homo sapiens) + Core-binding factor subunit beta … | Cerulean-Runt/Venus-CBFb-SMMHC FRET ratio 530/480, 1 h | inhibition, % at 20 µM | actives 0.74% (n = 220,000);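 active = mean inhibition across duplicate retests at 20 µM reaching about 50%, limit read from the data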;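 note: 0% = DMSO wells and 100% = wells with excess untagged CBFb-SMMHC; inhibitors lower the FRET ratio by blocking Runt binding to CBFb-SMMHC; some results filed as inactive read as strong as hits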
# Starred values were filed as active, the others as inactive; · = not tested or not shown; & = joins results of further samples.
# Screens by letter: A = TNF necrop inh; B = EP2 antag; C = EP2 mod; D = Runt-CBFb FRET; E = L929 necroptosis; F = PERK inh; G = RBBP9 inhibitor; H = Hck Nef HTS; I = Runt-SMMHC FRET
Cc1ccccc1N1CCN(S(=O)(=O)N(C)C)CC1
  A: -0.5; B: 3; C: 34; D: 1; E: -0.1; F: 1.4; G: -1; H: -6; I: 0

COc1ccc(Cc2noc(CN3CCC(c4ccncc4)CC3)n2)cc1OC
  A: -2.9; B: 3; C: 3; D: -1; E: -0.5; F: 1.6; G: -10; H: 8; I: -1

C/C(=N\NC(=S)Nc1c(C)cccc1C)c1cc2ccccc2o1
  A: -8.2; B: 6; C: -35; D: 7; E: ·; F: -1.5; G: -6; H: 1; I: 6

CCCCn1cnc2cc(C)c(C)cc21
  A: 0.1; B: 5; C: 2; D: -1; E: -0.1; F: -0.2; G: -7; H: -20; I: -2

CCC(=O)Nc1nnc(SCc2ccc(F)cc2)s1
  A: 2.6; B: 13; C: 2; D: -3; E: 0.6; F: -0.5; G: -11; H: 7; I: 10

O=C(NCc1cccnc1)c1ccc(S(=O)(=O)N2CCCCC2)cc1
  A: -0.1; B: 3; C: 8; D: 4; E: 0.0; F: -0.8; G: -1; H: -2; I: -1

CN(C)CCNC(NC(=O)c1cccs1)C(Cl)(Cl)Cl (stereo unspecified)
  A: 3.2; B: 3; C: 5; D: 1; E: 0.5; F: 0.2; G: -6; H: 1; I: -2

CC(C)(C)Sc1ccc(N)nc1
  A: -3.4; B: 9; C: 24; D: 0; E: -0.1; F: 0.9; G: -7; H: 0; I: -3

C/C(=N/NC(=O)COc1cc(C)ccc1C(C)C)C(=O)O
  A: 0.5; B: 2; C: 5; D: 1; E: 1.4; F: -0.1; G: -7; H: 15; I: 0

COCCCNC(NC(=O)c1ccc(Cl)cc1)C(Cl)(Cl)Cl (stereo unspecified)
  A: -2.6; B: 11; C: -3; D: 2; E: 0.1; F: 0.2; G: -8; H: 1; I: 3

COc1cccc(Oc2nccc(N(C)C)c2C#N)c1
  A: -0.3; B: 3; C: 8; D: -1; E: 0.3; F: 1.5; G: 3; H: 4; I: 1

Cc1cc(C(=O)N/N=C2\CC(=O)CC(C)(C)C2)c2ccccc2n1
  A: 0.1; B: 11; C: 35; D: -3; E: 0.6; F: 1.5; G: -9; H: 3; I: -3

O=C(CN1CCN(c2ccccc2)CC1)N/N=C/c1cccc(F)c1
  A: 1.4; B: 5; C: -67; D: 0; E: 0.9; F: 0.6; G: -5; H: 6; I: 3

COc1cc(OC)cc(C(=O)Nc2cc(-c3cn4cccnc4n3)ccc2C)c1
  A: -0.3; B: 5; C: -17; D: -4; E: 0.4; F: 1.5; G: -1; H: 16; I: 2

CC(C)(C)c1ccc(S(=O)(=O)Nc2cccnc2)cc1
  A: -2.4; B: 6; C: -4; D: -2; E: -0.1; F: 0.1; G: -1; H: -3; I: 0

CCN(Cc1cnn(C)c1)C(=O)c1ccc(OC2CCN(S(=O)(=O)N(C)C)CC2)cc1
  A: -0.7; B: 4; C: -24; D: 0; E: 23; F: 0.1; G: -2; H: 20; I: 2

O=C(CN1CCN(CCN2C(=O)c3cccc4cccc(c34)C2=O)CC1)c1ccc(Cl)cc1
  A: 1.5; B: 7; C: -6; D: -1; E: 1.2; F: -0.7; G: -7; H: 2; I: -4

COC(=O)CS(=O)(=O)c1cc([N+](=O)[O-])ccc1NC(=O)OC
  A: 0.3; B: 6; C: -1; D: 1; E: 4.9; F: 0.7; G: -2; H: 23; I: -4

N#C/C(=C\c1ccc(N2CCCCC2)c([N+](=O)[O-])c1)c1nn(-c2ccccc2)c(N)c1C#N
  A: 2.2; B: 7; C: -8; D: -5; E: 2.0; F: 0.0; G: 3; H: -2; I: 1

CCOc1ncccc1C(=O)OCC(=O)c1c(N)n(C)c(=O)n(C)c1=O
  A: -0.3; B: 13; C: 27; D: 2; E: 1.1; F: 1.0; G: -7; H: 3; I: 0

Cc1ccc(-c2nnc(N(C)C(=O)c3ccccn3)s2)cn1
  A: -0.3; B: 11&6; C: 9&12; D: -1; E: -0.1; F: -0.3; G: -3; H: 0; I: 1

Cc1ccc2c(c1)C1CN(C)CCC1N2C(=O)Nc1ccc(Cl)cc1 (stereo unspecified)
  A: 11; B: 14; C: -36; D: -2; E: 82*; F: -0.9; G: 1; H: 27; I: 0

O=C(Nc1cccc2ccccc12)N1CC=C(c2ccccc2)CC1
  A: -0.6; B: 12; C: -3; D: 4; E: -0.3; F: 0.0; G: 0; H: -1; I: -15

Cc1cccc(-n2c(O)c(C=NC3CCS(=O)(=O)C3)c3ccccc3c2=O)c1 (stereo unspecified)
  A: -1.6; B: 10; C: 25; D: 0; E: -0.1; F: 0.5; G: -4; H: 1; I: 2

CC1CCC2(CC1)NC(=O)N(CC(=O)N1CCN(S(=O)(=O)c3ccccc3)CC1)C2=O (stereo unspecified)
  A: -0.7; B: 0; C: -13; D: -1; E: 1.1; F: 0.4; G: 1; H: 15; I: 3

CCOc1ccc2[nH]c3c(NCCc4ccc(OC)c(OC)c4)ncnc3c2c1
  A: -5.7; B: 13; C: -87; D: -1; E: 1.9; F: -1.1; G: 3; H: 10; I: -2

CCN(CC)C(=O)COc1ccc(CC(=O)O)cc1OC
  A: -2.1; B: 13; C: -6; D: -1; E: -0.2; F: 1.3; G: -7; H: 0; I: 1

CCOc1ccc2oc(-c3ccccc3)c(C(=O)N3CCN(C)CC3)c2c1
  A: -6.2; B: 7; C: 18; D: -2; E: -0.1; F: -0.5; G: -2; H: 2; I: 3

O=C1CN=C(Nc2ccccc2)N1Cc1cccs1
  A: -0.8; B: 6; C: 29; D: -3; E: 0.0; F: 0.4; G: -6; H: -2; I: 1

Cc1ccc(C)c(NC(=O)C2C(c3ccccc3)C2(Cl)Cl)c1 (stereo unspecified)
  A: -1.5; B: 15; C: 23; D: -1; E: -0.2; F: 0.1; G: 0; H: 2; I: 2

# Part of the list above, as tab-separated lines.
Molecule	TNF necrop inh	EP2 antag	EP2 mod	Runt-CBFb FRET	L929 necroptosis	PERK inh	RBBP9 inhibitor	Hck Nef HTS	Runt-SMMHC FRET
Cc1cccc(-n2c(O)c(C=NC3CCS(=O)(=O)C3)c3ccccc3c2=O)c1 (stereo unspecified)	-1.6	10	25	0	-0.1	0.5	-4	1	2
CC1CCC2(CC1)NC(=O)N(CC(=O)N1CCN(S(=O)(=O)c3ccccc3)CC1)C2=O (stereo unspecified)	-0.7	0	-13	-1	1.1	0.4	1	15	3
CCOc1ccc2[nH]c3c(NCCc4ccc(OC)c(OC)c4)ncnc3c2c1	-5.7	13	-87	-1	1.9	-1.1	3	10	-2
CCN(CC)C(=O)COc1ccc(CC(=O)O)cc1OC	-2.1	13	-6	-1	-0.2	1.3	-7	0	1
CCOc1ccc2oc(-c3ccccc3)c(C(=O)N3CCN(C)CC3)c2c1	-6.2	7	18	-2	-0.1	-0.5	-2	2	3
O=C1CN=C(Nc2ccccc2)N1Cc1cccs1	-0.8	6	29	-3	0.0	0.4	-6	-2	1
Cc1ccc(C)c(NC(=O)C2C(c3ccccc3)C2(Cl)Cl)c1 (stereo unspecified)	-1.5	15	23	-1	-0.2	0.1	0	2	2

# (next part)
# Screens by letter: A = TNF necrop inh; B = EP2 antag; C = EP2 mod; D = Runt-CBFb FRET; E = L929 necroptosis; F = PERK inh; G = RBBP9 inhibitor; H = Hck Nef HTS; I = Runt-SMMHC FRET
CCOC(=O)C=Nc1c(N)n(C)c(=O)n(C)c1=O
  A: 1.2; B: 11; C: 12; D: 7; E: 0.1; F: 1.4; G: 7; H: 5; I: -12

CCC(C)NC(=O)CN1C(=O)CC(C)(C)S(=O)(=O)c2ccccc21 (stereo unspecified)
  A: 0.0; B: 8; C: 2; D: 2; E: 1.1; F: 1.4; G: -4; H: 0; I: 1

CCC(C)(C(=O)Nc1ccccc1C)N(C(=O)CNC(C)=O)c1ccc(C)cc1 (stereo unspecified)
  A: 0.8; B: 11; C: 12; D: -1; E: 0.3; F: -0.8; G: -1; H: -1; I: -1

CC1CC1c1ccc(/C=C(\C#N)C(=O)Nc2ccc(Cl)cc2)o1 (stereo unspecified)
  A: 1.8; B: 4; C: 8; D: 0; E: 3.9; F: 0.9; G: -6; H: 2; I: 2

CCOc1cccc(=O)c2c(C)n(Cc3ccccc3)c(C)c12
  A: 0.5; B: 15; C: 49; D: 2; E: -2.0; F: 0.6; G: 5; H: 33; I: 1

OCC1(Cc2ccccc2)CCN(C2CCN(c3ccccc3F)CC2)CC1
  A: 0.3; B: 9; C: -18; D: 3; E: 0.4; F: 1.4; G: -4; H: -9; I: -6

Cc1ccc(C)c2[nH]c(=O)c(C(c3nnnn3Cc3ccccc3)N3CCc4ccccc4C3)cc12 (stereo unspecified)
  A: -3.1; B: 8&6; C: 34&43; D: 2; E: 0.4; F: -0.4; G: -5; H: 0; I: -26

CC(NC(=O)Cc1cccs1)C(c1cccs1)N1CCN(c2ccccc2F)CC1 (stereo unspecified)
  A: 0.9; B: 7; C: 33; D: -2; E: 1.7; F: 0.2; G: -4; H: 0; I: 0

COc1ccc(F)cc1C(=O)C1CCCN(C(=O)CCN2CCCCO2)C1 (stereo unspecified)
  A: -0.2; B: 4; C: 3; D: -1; E: -0.7; F: 0.3; G: 7; H: 5; I: 0

Cc1ccc(CNC(=O)CCCN2C(=S)NC(C)(C)CC2C)cc1 (stereo unspecified)
  A: 0.1; B: 11; C: -9; D: -1; E: 0.2; F: 1.7; G: 8; H: -18; I: 1

Cc1ccc(CNC(=O)CCc2nc3ccccc3c(=O)[nH]2)cc1
  A: 1.1; B: 3; C: -19; D: -2; E: 2.6; F: 0.5; G: -9; H: 1; I: 4

CCCn1c(C(C)C)n[nH]c1=S
  A: 3.7; B: 17; C: 36; D: 4; E: 0.4; F: 0.8; G: -6; H: 16; I: 6

CCc1nnc(NC(=O)CSc2nc3c(C)cccc3[nH]2)s1
  A: 0.3; B: 8; C: 23; D: 1; E: ·; F: 0.4; G: -7; H: -3; I: 4

# Not all compounds are listed; count on the stated rates, not on these rows.
